TDP1 block: qHTS Assay for Inhibitors of Tyrosyl-DNA Phosphodiesterase (TDP1); recombinant TDP1, AlphaScreen DNA substrate cleavage; Potency, µM (highest dose often 130 µM), inactives show top-dose activity change, negative = inhibition, hits mostly inhibitors; 350,000 tested, 0.28% active; Tyrosyl-DNA phosphodiesterase 1 (Homo sapiens), Q9NUW8; note: nearly all actives have a fitted effect of over 40% in size
Target sequence (Q9NUW8 whole entry, looked up): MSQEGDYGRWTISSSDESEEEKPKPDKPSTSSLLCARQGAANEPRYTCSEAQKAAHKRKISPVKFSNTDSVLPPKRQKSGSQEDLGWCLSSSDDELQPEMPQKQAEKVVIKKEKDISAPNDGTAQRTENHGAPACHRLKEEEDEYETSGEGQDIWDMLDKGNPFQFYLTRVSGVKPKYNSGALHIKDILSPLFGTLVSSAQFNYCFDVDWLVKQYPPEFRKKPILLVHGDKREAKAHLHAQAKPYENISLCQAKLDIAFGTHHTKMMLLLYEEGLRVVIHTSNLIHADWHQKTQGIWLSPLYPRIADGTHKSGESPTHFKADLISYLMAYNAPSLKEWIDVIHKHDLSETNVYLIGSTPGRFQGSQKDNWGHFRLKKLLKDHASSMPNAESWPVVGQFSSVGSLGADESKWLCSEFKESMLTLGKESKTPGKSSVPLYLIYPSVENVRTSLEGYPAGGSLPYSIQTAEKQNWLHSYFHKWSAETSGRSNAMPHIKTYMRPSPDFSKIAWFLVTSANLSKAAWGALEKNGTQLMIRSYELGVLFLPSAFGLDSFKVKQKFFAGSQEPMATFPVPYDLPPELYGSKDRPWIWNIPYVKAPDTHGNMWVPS
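E. coli-derived human Tdp1, 1 nM final. Cpd preinc 15 min RT; substrate 15 nM final, 5 min RT; AS bead mix 10 ug/ml final, 10 min RT. Signal loss = tyrosine-FITC cleavage. No-enzyme wells = max signal.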
GCN5L2 inh: qHTS Assay for Inhibitors of GCN5L2; 390,000 tested, 0.21% active; AID 504327, 2011; Potency, µM (top dose mostly 58.9 µM), for the others: top-dose activity change, negative = inhibition, hits mostly inhibitors; GCN5L2 HAT assay, ThioGlo1 CoA-SH fluorescence; Histone acetyltransferase KAT2A (Homo sapiens), Q92830
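GCN5L2 (20 nM) in 50mM HEPES pH 7.5, 0.1mM EDTA, 0.01% Tween-20 preincubated 15 min with compounds at room temperature. Reaction started with H3(1-25) 75uM, acetyl-CoA 70uM, ThioGlo1 50uM; CoA-thiol fluorescence (Ex340/Em540) read at 0 and 20 min.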
TDP1 cell noCPT: qHTS for Inhibitors of human tyrosyl-DNA phosphodiesterase 1 (TDP1): qHTS in cells in absence of CPT. DT40 Tdp1-/- hTDP1 cells, no CPT, ATP luminescence, 48 h. 420,000 tested, 15% active. AID 686978, 2013. Potency, µM (series often up to 46.2 µM), inactives show top-dose activity change, negative = growth inhibition, actives largely listed as inhibitors; note: nearly all actives have a fitted effect of over 55% in size
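No-CPT arm: Tdp1-/-;hTDP1 DT40 cells (400/well) plus compounds, incubated ≥48 hr at 37 °C. Readout CellTiter-Glo luminescence.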
An asterisk follows results filed as active; u = inconclusive; x = no result given; & = joins results of further samples; [ ] = another dose, or the depositor's remark. Calls come from the whole dose curve; as a rule, active = well fitted curve in the direction sought with a large enough effect; inconclusive = small, poorly fitted or top-dose-only effect, or another doubt; inactive = no such curve, though single readings can be large; an effect the other way counts as inactive or inconclusive. % is set by controls: 0 for no effect and ±100 for the full control effect; potency is the fitted concentration of half-maximal effect.

[1] CCC(=O)c1cc2c(C)cc(=O)oc2c(C)c1O
[2] COc1ccc(OC)c(CN2CCN(c3ccccc3OC)CC2)c1
[3] CCn1c2ccccc2c2cc(NC(=O)COC(=O)c3ccc(NC(=O)CC#N)cc3)ccc21
[4] Cc1ccc(C)c(C(=O)C(C)OC(=O)c2cccn2C)c1 (centres undefined)
[5] Cc1nn(CC(=O)Nc2ccccc2F)c(=O)c2c(C)n(-c3ccc(Cl)cc3)nc12
[6] Oc1c(C(c2ccc(Cl)cc2Cl)N2CCOCC2)sc2nc(-c3ccco3)nn12 (centres undefined)
assay / compound,1,2,3,4,5,6
TDP1 block,4%,-9%,x,0%,3%,3%
GCN5L2 inh,-3%,1%,u,-3%,-4%,-5%
TDP1 cell noCPT,-16%,u,-8%,u,u,u

[7] Cc1cccc(C)c1NC(=O)NC1(C(=O)NCC2CCCO2)CCCCC1 (centres undefined)
[8] CCOC(=O)c1c(CN2CCN(Cc3ccccc3)CC2)n(C)c2cc(Br)c(OC)cc12
[9] CCOc1ccccc1NC(=O)CN1C(=O)COc2ccc(S(=O)(=O)Nc3ccccc3)cc21
[10] Cc1ccc(NC(=O)CSc2nc(C)cc(C)c2C(=O)Nc2cccc(C)c2)cc1
[11] COc1cc(O)c(C(=O)/C=C/c2ccc(O)c(OC)c2)c(OC)c1
[12] CN(C)/C=C/C(=O)c1cccc([N+](=O)[O-])c1
assay / compound,7,8,9,10,11,12
TDP1 block,7%,1%,-3%,-1%,10µM*,3%
GCN5L2 inh,-6%,-3%[0.501 µM],-2%,0%,21%,-9%
TDP1 cell noCPT,1%,16µM*,18µM*,u,u,-29%

[13] N#Cc1ccc(CN2CCCC3(CCNCC3)C2)cc1
[14] CCOC(=O)N1CCN(S(=O)(=O)CCNC(=O)c2ccccc2)CC1
[15] Cc1cc(=O)oc2c(C)c(OC(C)C(=O)NCC(O)c3ccccc3)ccc12 (centres undefined)
[16] Cc1ccc(-n2c3nc(=O)[nH]c(=O)c-3cc3c(C)nn(-c4ccccc4)c32)c(C)c1
[17] COc1ccccc1N1CCN(C(c2cccs2)C(C)NS(=O)(=O)c2ccccc2)CC1 (centres undefined)
[18] Cc1ccc2c(c1)N(CC(=O)NCCc1ccc(Cl)cc1)C(=O)c1cccnc1O2
assay / compound,13,14,15,16,17,18
TDP1 block,x,x,2%,5%&0%,4%,4%
GCN5L2 inh,-4%,-1%,-5%,-8%&-18%,-7%,-6%&-8%
TDP1 cell noCPT,u,4%,8%,-16%&-17%,u,1.2µM*

[19] C=C(C)Cn1c(C)cc(C)c(S(=O)(=O)c2ccc(C)cc2)c1=O
[20] Cc1ccc(S(=O)(=O)N2CCOCC2)cc1C(=O)OCC(=O)N1c2ccccc2NC(=O)C1(C)C
[21] Cc1ccc(CN2CCN(/N=C\c3cccc([N+](=O)[O-])c3)CC2)cc1
[22] O=C(COC(=O)CNS(=O)(=O)c1ccc(Br)cc1Cl)NCCc1ccccc1
[23] CC(C)C[C@H](NC(=O)c1nc[nH]c1C(=O)N1CCNCC1)C(=O)OC(C)(C)C
[24] CN(CC(=O)NCCc1ccccc1)S(=O)(=O)c1cccc2nsnc12
assay / compound,19,20,21,22,23,24
TDP1 block,-11%,-1%,9%,2%,-3%,5%
GCN5L2 inh,6%,-4%,-7%,-17%,-4%,-3%
TDP1 cell noCPT,u,x,u,11%,7%,2%

[25] Cc1cc(C)nc(Sc2ccc(/C=C(\C#N)C(=O)Nc3ccccc3)o2)n1
[26] COC(=O)c1onc(-c2ccccc2)c1C(=O)OC
[27] Cc1nc(SCc2nc3ccccc3[nH]2)c2oc3ccc(Br)cc3c2n1
[28] CCOc1ccc(NC(=S)N2CCC(NC(=O)c3ccco3)CC2)cc1
[29] COc1cc(C(=O)Nc2ccc(-n3c(C)nc4ccccc4c3=O)cc2)cc(OC)c1OC
[30] Cc1ccc(N=Nc2c(N)nn3c(C)cc(C)nc23)cc1
assay / compound,25,26,27,28,29,30
TDP1 block,-1%,3%,2%,0%,5%,2%
GCN5L2 inh,-5%,-4%,-2%,0%,4%,-5%
TDP1 cell noCPT,-17%,-6%,x,-4%,18µM*,23µM*

[31] N#CC1=C(N)SC(N)=C(C#N)C1c1cccc(O)c1
[32] COc1ccc(C(=O)NNC(=O)CCC(=O)Nc2cc(C)on2)cc1
[33] Cc1nnc2sc(SCc3ccccc3Cl)nn2c1=O
[34] COc1cc(OC)cc(-c2nnc(NC(=O)CCS(=O)(=O)c3ccc(F)cc3)o2)c1
[35] Cc1csc2sc(-c3ccnc(SCC(=O)NCc4ccccc4)n3)c(C)c12
[36] COCCNC(=S)N/N=C/c1ccc2c(c1)OCCO2
assay / compound,31,32,33,34,35,36
TDP1 block,-5%,0%,3%,25%,3%,0%
GCN5L2 inh,-16%,1%,-3%,-6%,0%,-6%
TDP1 cell noCPT,u,-1%,5%,u,0.73µM*,-19%

[37] COc1ccc(S(=O)(=O)N(C)c2ccc(OCC(=O)Nc3cc(C)on3)cc2)cc1
[38] O=C(COC(=O)c1cccc(F)c1)Nc1ccc2c(c1)OCCO2
[39] Cc1cc(C)nc(NC(=O)c2c(C(=O)O)noc2C)n1
[40] COc1ccc(Oc2nc3c(C)cccn3c(=O)c2/C=C(\C#N)C(N)=O)cc1
[41] COc1ccc2c(Cl)c(-c3nnc(SCC(N)=O)n3C)sc2c1
[42] CC(C)c1ccc(NC(=O)c2ccc3oc(=O)c(S(=O)(=O)c4ccc(F)cc4)cc3c2)cc1
assay / compound,37,38,39,40,41,42
TDP1 block,-2%,0%,-3%,6%,3%,5%
GCN5L2 inh,-4%,-3%,3%,-19%,-5%,-1%
TDP1 cell noCPT,-10%,-3%,-16%,1.8µM*,-12%,7.3µM*

[43] CCC(C)Sc1ccc(-c2nc3ccc(C)cn3c2NC2CCCCC2)cc1 (centres undefined)
[44] Cc1ccc(NC(=O)C(Cc2ccccc2)N2C(=O)C3C4CCC(C4)C3C2=O)cc1Cl (centres undefined)
[45] Cc1cc(C)c(-c2cc(C(=O)Nc3cc(C)ccc3C)[nH]n2)c(O)c1
[46] O=C(CCC(=O)Nc1ccccc1Cl)NNC(=O)C1CCCCC1
[47] CC(C)C(=O)Nc1cc2c3c(c1)CCC(=O)N3CCC2
[48] O=C(c1nc2ncccn2n1)N1CCc2ccccc2C1
assay / compound,43,44,45,46,47,48
TDP1 block,x,6%,x,-9%,1%,-1%
GCN5L2 inh,20µM*,u,-18%,-1%,-5%,x
TDP1 cell noCPT,8.2µM*,u,u,-5%,13%,u

[49] CN1C(=O)C(C)(C)c2cc(S(=O)(=O)NCCc3ccc(Cl)cc3)ccc21
[50] OC(COc1ccc2c(c1)OCO2)CN1CCN(c2ccc(F)cc2)CC1 (centres undefined)
[51] CCOCCn1c(CN(Cc2ccccc2)Cc2ccccc2)nc2c1c(=O)n(C)c(=O)n2C
[52] CS(=O)(=O)Oc1ccc(/C=C2\C(=N)N3N=C(CC(=O)N4CCOCC4)SC3=NC2=O)cc1Cl
[53] Cc1sc(NC(=O)c2cc(-c3ccccc3)nc3ccccc23)c(C(N)=O)c1C
[54] Cc1ccc(S(=O)(=O)NCCc2csc3nc(-c4ccccc4C)nn23)cc1
assay / compound,49,50,51,52,53,54
TDP1 block,x,0%,9%,5%,1%,1%
GCN5L2 inh,-3%,-10%,-21%,-10%,1%,-3%
TDP1 cell noCPT,-13%,-2%,u,4%,18µM*,u

[55] COc1ccc(CCNC(=O)c2cc(C3CC3)nc3c2cnn3C(C)C)cc1OC
[56] COc1cc(CN2CC(=O)N(c3ccc(C)c(C)c3)C2=S)cc(OC)c1OC
[57] Cc1ccc(/C(N)=N/OC(=O)C(C)c2ccc([N+](=O)[O-])cc2)cc1 (centres undefined)
[58] CCC12CSc3nc(Cl)ccc3N1C(=O)C(=O)N2C (centres undefined)
[59] COc1ccccc1NC(=O)C(=O)N(c1cccnc1)C(C(=O)NC(C)(C)C)c1ccccc1 (centres undefined)
[60] COc1ccc(-n2c(=O)c3ccccc3n(CC(=O)NCCc3ccc(OC)c(OC)c3)c2=O)cc1
assay / compound,55,56,57,58,59,60
TDP1 block,1%,5%,x,3%,4%,2%
GCN5L2 inh,-3%,-9%,u,-7%,-3%,-3%
TDP1 cell noCPT,u,u,-10%,-23%,-3%,-2%

[61] COc1cc(/C=C(\C#N)c2nc3ccccc3[nH]2)c([N+](=O)[O-])cc1OCc1ccccc1
[62] Cc1nc(NS(=O)(=O)c2ccccc2)sc1C(=O)N/N=C/c1ccccc1
[63] CC(C)CC(NS(=O)(=O)c1ccc2c(c1)oc(=O)n2C)C(=O)NC1CCCc2ccccc21 (centres undefined)
[64] CCc1cccc(NC(=O)Cn2c(=O)n(CC(=O)NCCc3ccccc3)c(=O)c3ccccc32)c1
[65] COc1ccc(Nc2cc(C(=O)NCc3ccccc3)c3ccccc3n2)cc1OC
[66] NC(=O)c1cc([N+](=O)[O-])ccc1NCc1cccc2ccccc12
assay / compound,61,62,63,64,65,66
TDP1 block,12%,6%,3%,-5%,0%,5%
GCN5L2 inh,-9%,-5%,-15%,-21%,-10%,-19%
TDP1 cell noCPT,18µM*,-10%,-29%,u,-16%,-26%

[67] CC(=O)N1CCc2cc(Br)cc(S(=O)(=O)CCC(=O)N3CCN(c4ccccn4)CC3)c21
[68] CCCCn1c(=O)[nH]c(=O)c2c1nc(-c1ccc(-c3ccccc3)cc1)n2C
[69] COc1ccc(NC(=O)C2CC(=O)n3cnnc3S2)cc1 (centres undefined)
[70] CC(C)C[C@H]1CN=C(Nc2ccccc2)N1CCC1CCCCC1
[71] COc1cc(OC)c(C(=O)OCC(=O)N2CCOCC2)cc1OC
[72] CCOc1ccc(NC(=O)CN(C)c2ccc(S(=O)(=O)N3CCOCC3)cn2)cc1OCC
assay / compound,67,68,69,70,71,72
TDP1 block,-11%,-8%,x,x,-21%,7%
GCN5L2 inh,-1%,1%,7%,-3%,-2%,1%
TDP1 cell noCPT,-19%,u,4.6µM*,16µM*,6%,-14%

[73] C=CC[C@@H](CC(=O)N(CCO)Cc1ccccc1)C(=O)N[C@H](COC(=O)[C@@H](CC=C)Cc1ccc(F)cc1)Cc1ccccc1
[74] O=C(Nc1ccccc1N1CCCC1)C1CCCO1 (centres undefined)
[75] CC(C)(C)c1cc(-c2csc(Nc3ccccc3)[n+]2Cc2ccc(C(=O)O)cc2)cc(C(C)(C)C)c1O
[76] O=C(COC(=O)C1CCN(c2ccc(C(F)(F)F)cn2)CC1)Nc1ccc(Cl)cc1
assay / compound,73,74,75,76
TDP1 block,1%,1%,6%,-7%
GCN5L2 inh,-12%,0%,22µM*,-7%
TDP1 cell noCPT,23µM*,-9%,u,-17%

Filtered by structure: the entries above with a Cl atom.
[5] Cc1nn(CC(=O)Nc2ccccc2F)c(=O)c2c(C)n(-c3ccc(Cl)cc3)nc12
[6] Oc1c(C(c2ccc(Cl)cc2Cl)N2CCOCC2)sc2nc(-c3ccco3)nn12 (centres undefined)
[18] Cc1ccc2c(c1)N(CC(=O)NCCc1ccc(Cl)cc1)C(=O)c1cccnc1O2
[22] O=C(COC(=O)CNS(=O)(=O)c1ccc(Br)cc1Cl)NCCc1ccccc1
[33] Cc1nnc2sc(SCc3ccccc3Cl)nn2c1=O
[41] COc1ccc2c(Cl)c(-c3nnc(SCC(N)=O)n3C)sc2c1
[44] Cc1ccc(NC(=O)C(Cc2ccccc2)N2C(=O)C3C4CCC(C4)C3C2=O)cc1Cl (centres undefined)
[46] O=C(CCC(=O)Nc1ccccc1Cl)NNC(=O)C1CCCCC1
assay / compound,5,6,18,22,33,41,44,46
TDP1 block,3%,3%,4%,2%,3%,3%,6%,-9%
GCN5L2 inh,-4%,-5%,-6%&-8%,-17%,-3%,-5%,u,-1%
TDP1 cell noCPT,u,u,1.2µM*,11%,5%,-12%,u,-5%

[49] CN1C(=O)C(C)(C)c2cc(S(=O)(=O)NCCc3ccc(Cl)cc3)ccc21
[52] CS(=O)(=O)Oc1ccc(/C=C2\C(=N)N3N=C(CC(=O)N4CCOCC4)SC3=NC2=O)cc1Cl
[58] CCC12CSc3nc(Cl)ccc3N1C(=O)C(=O)N2C (centres undefined)
[76] O=C(COC(=O)C1CCN(c2ccc(C(F)(F)F)cn2)CC1)Nc1ccc(Cl)cc1
assay / compound,49,52,58,76
TDP1 block,x,5%,3%,-7%
GCN5L2 inh,-3%,-10%,-7%,-7%
TDP1 cell noCPT,-13%,4%,-23%,-17%

Assay outcomes (PubChem)

An excerpt; rates above refer to the full screens.
